Bioassay records as filed in PubChem.
RXFP1 antagonist = RXFP1 (human) relaxin receptor antagonism; Q9HBX9; HEK293-RXFP1, relaxin-stimulated cAMP HTRF, 30 min; stronger effect = lower value; activity change, negative = inhibition, % at 57.5 µM; 350,000 tested, 0.59% active; AID 1259400;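 active = activity change of -60% or lower, but not beyond a set lower limit; inconclusive = change between -60% and -40%, or beyond the set limit; inactive = change above -40%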; also: % is scaled to controls: 0 for no effect and ±100 for the full control effect
D2 agonist = agonists of human D2 dopamine receptor | P14416 | HEK293 T-REx D2 cells, calcium flux agonist mode | activation, % at 2 µM | 340,000 tested, 0.53% active | AID 485358;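 active = activation over 3 SD above normal in the single-dose calcium agonist read, cut at about 30% in these data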; also: 0% is about no effect
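Calcium-flux readout, 1 cycle/sec over 180 s following compound pin transfer, in inducible HEK293 Trex D2 cells (force-coupled); dopamine controls included. Positive calcium responses during this window marked compounds as potential agonists.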
D2 antagonist = antagonists of human D2 dopamine receptor; P14416; 340,000 tested, 2% active; AID 485344; inhibition, % at 10 µM; HEK293 TREx D2 cells, calcium flux, dopamine EC80; in the data active = inhibition above about 30%; also: 0% is about no effect
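Tetracycline-induced HEK293 TREx cells expressing D2 receptor forced-coupled to calcium signalling, loaded with no-wash calcium dye. Compounds added and calcium flux read 180 s, then dopamine added at EC80 and read a further 180 s.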
D2 potentiator = D2 dopamine receptor (human) potentiation; potentiation, % at 10 µM; HEK293 T-REx D2, calcium flux, EC20 dopamine potentiation; P14416; 340,000 tested, 0.34% active;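 active = potentiation over 3 SD above the plate norm, cut at about 30% in these data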; also: 0% is about no effect
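Using a no-wash calcium dye in inducible, force-coupled HEK293 Trex cells expressing D2, we tracked fluorescence each second for 180 s after compound, then for 180 s after EC20 dopamine to detect augmented signalling.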
D1 ag = activates the human D1 dopamine receptor. activation, % at 2 µM. P21728. HEK293 T-REx D1 cells, calcium flux, agonist mode. 360,000 tested, 1% active; in the data active = activation above about 30%; also: 0% is about no effect
Target sequence (P21728 whole entry, looked up): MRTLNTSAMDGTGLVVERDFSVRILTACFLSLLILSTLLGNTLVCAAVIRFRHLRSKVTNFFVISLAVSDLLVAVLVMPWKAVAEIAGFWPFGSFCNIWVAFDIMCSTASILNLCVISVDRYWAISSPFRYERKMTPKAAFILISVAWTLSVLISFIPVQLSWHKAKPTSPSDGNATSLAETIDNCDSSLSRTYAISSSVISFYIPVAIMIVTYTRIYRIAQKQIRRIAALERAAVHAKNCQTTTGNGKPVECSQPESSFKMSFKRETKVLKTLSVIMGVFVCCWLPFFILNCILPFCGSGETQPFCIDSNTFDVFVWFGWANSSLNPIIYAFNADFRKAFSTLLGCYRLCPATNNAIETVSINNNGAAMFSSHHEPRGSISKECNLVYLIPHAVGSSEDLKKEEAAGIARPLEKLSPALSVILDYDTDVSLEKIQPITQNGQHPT
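Inducible HEK293 T-REx D1 cells, force-coupled to calcium signalling, were plated at 4000 cells/well with tetracycline and held overnight at 30 C. After no-wash calcium dye loading, compound-evoked calcium rise over 180 s flagged agonists.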
D1 PAM = potentiators of human D1 dopamine receptor | 360,000 tested, 0.036% active | HEK293 TREx D1 cells, calcium flux, dopamine EC20 potentiation | P21728 | AID 504651 | potentiation, % at 10 µM; in the data active = potentiation above about 30%; also: 0% is about no effect
TRHR PAM = TRH receptor (human) allosteric enhancement. TRHR cells, fluo-8 calcium fluorescence, EC20 TRH enhancement. enhancement, % at 2 µM. 360,000 tested, 0.66% active. AID 493056; in the data active = enhancement above about 30%; also: 0% is about no effect
Target sequence (P34981 whole entry, looked up): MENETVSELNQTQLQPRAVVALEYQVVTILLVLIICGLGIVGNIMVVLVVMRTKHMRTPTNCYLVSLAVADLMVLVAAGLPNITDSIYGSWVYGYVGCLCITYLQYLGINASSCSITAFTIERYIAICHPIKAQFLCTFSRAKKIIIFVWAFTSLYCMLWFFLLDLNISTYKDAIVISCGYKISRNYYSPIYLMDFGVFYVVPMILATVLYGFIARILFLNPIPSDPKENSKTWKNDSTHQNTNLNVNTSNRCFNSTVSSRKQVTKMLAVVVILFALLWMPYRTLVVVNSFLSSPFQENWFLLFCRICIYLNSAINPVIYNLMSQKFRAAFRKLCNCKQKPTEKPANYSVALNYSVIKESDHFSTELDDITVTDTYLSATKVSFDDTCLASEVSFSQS
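TRHR-expressing cells loaded with fluo-8 calcium dye were read kinetically (ex 480/em 530) during compound addition, then stimulated with an EC20 of TRH (10 nM final). Enhancement of the Gq-mediated intracellular calcium response was scored.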
RXFP1 agonist = RXFP1 (human) receptor agonism. Q9HBX9. HEK293T-RXFP1 cAMP TR-FRET, 30 min; response scale: percent of porcine relaxin response, buffer zero. Potency, µM (series often up to 57.5 µM), inactives show top-dose activation, usual class: activators. 370,000 tested, 0.3% active; active = well fitted activation curve with a large enough effect; inconclusive = small, poorly fitted or top-dose-only effect; also: potency is read from the fitted curve at half-maximal effect; % is scaled to controls: 0 for no effect and ±100 for the full control effect; nearly all actives have a fitted effect of over 60% in size; many of its hits are not listed in these tables
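HEK293T cells stably expressing RXFP1 were pretreated with the PDE4 inhibitor Ro 20174, exposed to compounds for 30 min at 37C, lysed, and cAMP was read by TR-FRET. Data normalized to buffer (basal) and 29 nM porcine relaxin (100%).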
D1 antag = antagonists of human D1 dopamine receptor | P21728 | HEK293 TREx D1 cells, calcium flux, dopamine EC80; stronger effect = lower value | activity change, negative = inhibition, % at 10 µM | 360,000 tested, 3.2% active | AID 504652; in the data active = activity change below about -30%; also: % is scaled to controls: 0 for no effect and ±100 for the full control effect
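Compound effects on dopamine-evoked calcium signalling were measured in tetracycline-induced HEK293 Trex D1 cells. Dopamine at EC80 followed a 180 s compound pre-read, and fluorescence was tracked kinetically for 180 s more.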
Starred values were filed as active, the others as inactive; ? = inconclusive; · = not tested or not shown; & = joins results of further samples.

SMILES | RXFP1 antagonist | D2 agonist | D2 antagonist | D2 potentiator | D1 ag | D1 PAM | TRHR PAM | RXFP1 agonist | D1 antag
CCCC1=Nc2cc(C(=O)NCCc3ccc(OCC)cc3)ccc2Sc2ccccc21 | · | 1.0 | · | -1 | 7 | 1 | 10 | 0.6% | -6
O=C(COC(=O)CN1C(=O)NC2(CCCC2)C1=O)Nc1ccccc1C(F)(F)F | -3 | -1.2 | -21 | -3 | 2 | -2 | 9 | 0.4% | 19
Cc1ccc(NC(=O)CN(C(=O)N2CCN(C)CC2)S(=O)(=O)c2ccc(C)cc2)cc1 | -14 | · | · | · | 1 | -3 | 0 | 0.6% | 3
Cc1ccsc1/C=N/n1cnnc1 | -13 | 0.7 | -17 | 13 | 2 | -2 | 4 | 0.0% | -5
c1csc(-c2noc(CN3CCN4CCCC4C3)n2)c1 (stereo not given) | 5 | 0.5 | -10 | 2 | 1 | -5 | 18 | -1.6% | 4
CC(C)(C)C(=O)Nc1ccc(C(=O)Nc2cccc(Oc3ccc(C(=O)O)c(C(=O)O)c3)c2)cc1 | 6 | -0.7 | -11 | 9 | 0 | -2 | -2 | -0.9% | 6
CCOC(=O)c1oc2nc(C(C)C)c3c(c2c1N)CCC3 | 0 | · | · | · | -1 | -6 | -3 | 11% | 2
Cc1ccc(NC(=O)CCn2cnc3ccccc3c2=O)c(C)c1 | -11 | 0.7 | 1 | -12 | 2 | -1 | 2 | 7.2% | 24
O=C1c2ccc(-c3ccc(F)cc3OCc3ccccc3)cc2S(=O)(=O)c2cccc(C(=O)N3CCCC3)c21 | · | -0.4 | -17 | -1 | 0 | -2 | 1 | 1.2% | 17
Cc1ccccc1OCC(=O)N/N=C/c1cn(C)c2ccccc12 | -8 | 0.0 | -3 | -10 | 0 | -1 | -2 | 7.0% | -18
COc1ccc(NC(=O)CN2CCC(C(=O)c3ccc(F)cc3)CC2)c(OC)c1 | -14 | 4.5 | 28 | · | 14 | -13 | 1 | 1.4% | 1
COc1ccc(-c2[nH]ncc2CN(C)Cc2cccnc2)c(F)c1 | -1 | · | · | · | 4 | -5 | 3 | 0.7% | -9
CC(C)(O)C#Cc1ccc(C(=O)N2CCCC2C(=O)O)s1 (stereo not given) | -10 | 0.4 | -4 | 3 | 2 | -5 | 0 | 1.7% | 2
COc1ccc(C2=NN(C(=O)CSc3ncccn3)C(c3cccc(OC)c3OC)C2)cc1 (stereo not given) | -2 | 0.5 | 0 | 15 | 9 | -6 | 12 | -4.9% | 0
N#Cc1ccc(/C=N/NC(=O)c2cc(-c3cccs3)nc3ccccc23)cc1 | -10 | 2.4 | 6 | -3 | 3 | -5 | 2 | -0.1% | -7
Cc1cc(NC(=O)CN2CCN(Cc3ccccc3)CC2)nc2c1c(=O)oc1ccccc12 | · | -0.4 | -18 | 7 | -1 | 8 | -3 | -1.8% | 5
COc1cc(C2C(C(=O)Nc3ccccc3C)=C(C)Nc3ncnn32)ccc1OCC(N)=O (stereo not given) | · | 0.1 | · | 14 | 1 | -4 | 4 | -2.4% | 11
O=C(O)CN=C(NS(=O)(=O)c1ccc(Cl)cc1)c1ccc(F)cc1 | -5 | -0.2 | -3 | 15 | 1 | -9 | -3 | 0.7% | -11
O=C(N/N=C/c1ccc2c(c1)OCO2)c1cccc2ccccc12 | -10 | 2.6 | -4 | · | 7 | -9 | -2 | 3.6% | -6
Cn1cc(C(CC(=O)O)C(=O)O)c2ccccc21 (stereo not given) | 6 | 0.1 | -2 | -3 | 1 | -3 | 2 | 0.2% | 4
CC(=O)N(C)c1cccc(-c2ccc3nnc(C)n3n2)c1 | 2 | 1.8 | -5 | 5 | 1 | 3 | -1 | 15% | -9
CC1=C(C(=O)OCC2CCCO2)C(c2coc3ccccc3c2=O)C2=C(CC(C)(C)CC2=O)N1 (stereo not given) | -10 | 0.1 | -3 | -22 | 2 | -12 | -7 | ? | -20
Cc1cc(C)c(OCC(=O)N(Cc2ccc(N(C)C)cc2)CC2CCCO2)c(C)c1 (stereo not given) | -16 | -0.3 | · | 5 | 1 | 0 | 3 | 2.2% | 5
Cc1ccc(C(=O)Nc2nc(-c3ccco3)c(-c3ccco3)s2)o1 | -81* | 0.5 | -1 | 17 | 6 | -1 | -2 | -3.3% | 3
C=Cn1cc[n+](CC(=O)c2cc(C(C)(C)C)c(O)c(C(C)(C)C)c2)c1 | 2 | 0.8 | 2 | -21 | 2 | 10 | -6 | -1.2% | -19

A different layout for ten compounds above:
molecule	RXFP1 antagonist	D2 agonist	D2 antagonist	D2 potentiator	D1 ag	D1 PAM	TRHR PAM	RXFP1 agonist	D1 antag
Cc1cc(NC(=O)CN2CCN(Cc3ccccc3)CC2)nc2c1c(=O)oc1ccccc12	·	-0.4	-18	7	-1	8	-3	-1.8%	5
COc1cc(C2C(C(=O)Nc3ccccc3C)=C(C)Nc3ncnn32)ccc1OCC(N)=O (stereo not given)	·	0.1	·	14	1	-4	4	-2.4%	11
O=C(O)CN=C(NS(=O)(=O)c1ccc(Cl)cc1)c1ccc(F)cc1	-5	-0.2	-3	15	1	-9	-3	0.7%	-11
O=C(N/N=C/c1ccc2c(c1)OCO2)c1cccc2ccccc12	-10	2.6	-4	·	7	-9	-2	3.6%	-6
Cn1cc(C(CC(=O)O)C(=O)O)c2ccccc21 (stereo not given)	6	0.1	-2	-3	1	-3	2	0.2%	4
CC(=O)N(C)c1cccc(-c2ccc3nnc(C)n3n2)c1	2	1.8	-5	5	1	3	-1	15%	-9
CC1=C(C(=O)OCC2CCCO2)C(c2coc3ccccc3c2=O)C2=C(CC(C)(C)CC2=O)N1 (stereo not given)	-10	0.1	-3	-22	2	-12	-7	?	-20
Cc1cc(C)c(OCC(=O)N(Cc2ccc(N(C)C)cc2)CC2CCCO2)c(C)c1 (stereo not given)	-16	-0.3	·	5	1	0	3	2.2%	5
Cc1ccc(C(=O)Nc2nc(-c3ccco3)c(-c3ccco3)s2)o1	-81*	0.5	-1	17	6	-1	-2	-3.3%	3
C=Cn1cc[n+](CC(=O)c2cc(C(C)(C)C)c(O)c(C(C)(C)C)c2)c1	2	0.8	2	-21	2	10	-6	-1.2%	-19

(next part)
SMILES | RXFP1 antagonist | D2 agonist | D2 antagonist | D2 potentiator | D1 ag | D1 PAM | TRHR PAM | RXFP1 agonist | D1 antag
COc1ccc(OC)c(NC(=O)c2cc3c(=O)n4ccccc4nc3n2C)c1 | -5 | 2.0 | 1 | · | 0 | 1 | -4 | 5.2% | 5
COc1ccc(CCNC(=O)C2CCCN(Cc3nc(-c4ccccc4C)oc3C)C2)cc1OC (stereo not given) | 4 | 0.2 | -17 | -5 | 2 | 3 | 4 | -2.3% | -14
C=CCn1c(=N)n(CC(=O)OCC)c2ccccc21 | · | 0.4 | 9 | 15 | 1 | -5 | 3 | 0.7% | 1
Cn1c(=O)n(CC(=O)O)c(=O)c2c1nc1n2CCCN1CCc1ccccc1 | 2 | -0.8 | 9 | 12 | 6 | 0 | 2 | 0.3% | 1
CCOc1ccc(C(=O)Nc2nccs2)cc1[N+](=O)[O-] | -17 | -2.5 | -35 | 5 | 7 | -1 | 13 | -0.5% | -6
COc1ccc(-c2nc3scc(CCNS(=O)(=O)c4c(C)noc4C)n3n2)cc1 | -5 | 0.9 | · | 0 | -2 | -1 | 1 | -2.1% | ·
O=C(O)CCC(=O)N1N=C(c2ccccc2)CC1c1ccc2nccnc2c1 (stereo not given) | 2 | 0.9 | 6 | -7 | 1 | -4 | -4 | 7.4% | 8
Cc1ccc(S(=O)(=O)N2CCCc3cc(NC(=O)c4ccc(Cl)cc4)ccc32)cc1 | -8 | 1.8 | · | -6 | 6 | 0 | 4 | 0.8% | -1
COc1ccc(C(=O)Nc2ccc(-c3ccc(C)o3)cc2)cc1S(=O)(=O)N1CCOCC1 | -9 | 0.9 | -12 | 0 | 0 | -8 | 2 | -0.3% | -11
COC(=O)Cn1c(=O)c2c(nc3n2CC(C)CN3CCc2ccccc2)n(C)c1=O (stereo not given) | 0 | -0.6 | -25 | -9 | 1 | -1 | -13 | 3.0% | 12
Cc1ccccc1Nc1cc(C(=O)NCc2ccco2)c2ccccc2n1 | -6 | 1.7 | 4 | -8 | 0 | -4 | -4 | -1.5% | -20
CCCCCCSc1ccc([C@H]2N[C@@](CC(C)C)(C(=O)OC)[C@H]3C(=O)N(CC)C(=O)[C@@H]23)cc1 | · | 0.3 | 4 | 1 | 9 | -2 | -5 | -0.6% | 15
C[C@@H]1CC[C@]2(O[C@@H](CCO)C[C@@H](O)[C@@H]2O)O1 | · | -0.7 | -9 | -8 | 5 | -5 | -5 | -0.6% | -9
COC(=O)CNC(=O)CSc1nnc(C)c(=O)[nH]1 | 2 | -1.9 | 4 | -3 | 3 | -1 | -3 | 0.5% | 9
Cc1ccc(C)c(N2CCN(CCCNC(=O)Cn3c(=O)c4cccn4c4cccnc43)CC2)c1 | -3 | -0.4 | 63* | -22 | 4 | -1 | -3 | 2.5% | 10
NC(=O)c1c(NC(=O)Cn2nc(C(=O)O)c3ccccc3c2=O)sc2c1CCC2 | 19 | 2.2 | 1 | -13 | 3 | -16 | -2 | 3.7% | -13
CCCCN(C)CCNC(=O)c1nn(-c2ccc(OC)cc2)c(=O)c2c1c1ccccc1n2C | 4&5 | 0.1&0.2 | 34* | -17&-19 | 7&-2 | -4&1 | -1&3 | ? | -7&8
O=C(NCC(=O)N1CCCC1C(=O)O)OC1CCCCC1 (stereo not given) | -2 | -1.4 | -6 | 7 | 6 | -5 | 7 | -0.5% | -9
O=C1c2ccccc2C(=O)C1c1ccccc1 | -11 | -2.2 | -14 | 3 | 2 | -2 | 10 | -1.4% | 13
C/C=C(\C)C(=O)NCCN1C2=NC[C@H](Cc3ccc(O)cc3)N2C[C@H]1Cc1ccc(O)cc1 | · | 0.1 | -4 | 11 | 3 | -3 | 12 | -0.6% | 17
COc1cccc(NC(=O)c2cccc(N3C(=O)C4CCC(C)CC4C3=O)c2)c1 (stereo not given) | -33 | -0.4 | -7 | 8 | 0 | -2 | 5 | 1.2% | -2
O=c1c2ccccc2n(Cc2ccccc2F)c(=O)n1-c1cccc(F)c1 | · | -1.5 | · | -3 | 5 | 0 | -4 | 2.2% | -5
COc1ccccc1CCNS(=O)(=O)c1cn(C)nc1C | 16 | -0.7 | 2 | 1 | 0 | -1 | -2 | -1.0% | -7

This is a subset. The share of hits here may be higher or lower than overall.
